p-CIP stab down – p/CIP-EGFP fusion destabilizers, primary screen, fluorescence, F442A cells; Q05BA5; 16 h; decrease of EGFP signal, % at 10 µM; 290,000 tested, 0.01% active;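 active = EGFP signal decrease of at least 30% at 10 µM or well 3 SD below plate mean, unless failing retest; inactive = the rest, including hits failing retest or dose response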; also: some compounds called inactive have numbers as strong as hits; many of its hits are not listed in these tables
M18AAP inhibitor – PfM18AAP inhibitors, malaria aminopeptidase, primary screen, biochemical, QFRET, recombinant enzyme; M18 aspartyl aminopeptidase (Plasmodium falciparum 3D7); H-Glu-NHMec fluorogenic cleavage; inhibition, % at 7.35 µM; 290,000 tested, 1.2% active; AID 1822, 2009;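 active = inhibition above the campaign mean inhibition over all tested compounds plus 3 SD, cut at about 28% in these data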;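 also: 0% = plate median of test compound wells and 100% = 2 mM ZnCl2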
NS3 helicase inh – inhibitors of HCV NS3 helicase, primary screen, biochemical, Cy5 molecular beacon fluorescence. NS3 helicase DNA unwinding. inhibition, % at 10.9 µM. 290,000 tested, 0.56% active;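 active = inhibition above the mean of all tested compounds plus 3 SD, set per campaign, cut at about 35% in these data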;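 also: 0% = DMSO wells and 100% = thioflavine S control wells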
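Control set: DMSO versus 110 µM thioflavine S; Material: NS3 helicase fragment of HCV; Measured by: Cy5 fluorescence at 0 and 60 min, beacon hairpin quenching; Read-out basis: percent inhibition from t60/t0 fluorescence ratio; Times: reaction time 60 min, 25 °C; Repeats: single replicate; Compound dosing: single dose, 10.9 µM nominal final, DMSO 0.8% final.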
FID counter – compounds displacing fluorescent DNA intercalator, primary screen, artefact control for HCV NS3 helicase inhibitor project, biochemical, FID fluorescence | DNA fluorescent intercalator displacement | inhibition, % at 7.9 µM | 290,000 tested, 0.17% active | AID 1845, 2009; in the data active = inhibition above about 37%;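 also: 0% = vehicle and 100% = reference compound; higher means more ethidium bromide displaced from hairpin DNA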
IMP-1 inh – IMP-1 metallo-beta-lactamase inhibitors, primary screen, biochemical, epi-absorbance readout, Pseudomonas aeruginosa enzyme; metallo-beta-lactamase IMP-1 (Pseudomonas aeruginosa); purified IMP-1, nitrocefin hydrolysis, epi-absorbance fluorescence; inhibition, % at 5.6 µM; 290,000 tested, 0.45% active; AID 1556, 2009;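 active = inhibition above the mean plus 3 SD of all compounds in the same screening run, cut at about 4.5% in these data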;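 also: 0% = IMP-1 with DMSO and 100% = DMSO wells lacking enzyme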
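System: Purified IMP-1 | Read-out basis: Percent enzyme inhibition | Controls: IMP-1 with DMSO as 0%, enzyme-free DMSO as 100% | Replicates: One well per compound | Doses: 5.6 µM nominal single concentration | Detection: Epi-absorbance fluorescence, 480 nm excitation, 530 nm emission | Incubation: 25 °C, 15 min preincubation, 25 min reaction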
VIM-2 inhibitor – VIM-2 metallo-beta-lactamase inhibitors, primary screen, biochemical, epi-absorbance readout, Pseudomonas aeruginosa enzyme; purified VIM-2, nitrocefin hydrolysis, epi-absorbance fluorescence; 290,000 tested, 0.89% active; inhibition, % at 5.6 µM;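 active = inhibition above the mean of all tested compounds plus 3 SD, cutoff set per screening run, cut at about 7.5% in these data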;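 also: red hydrolysis product quenches plate fluorescence so inhibitors raise well fluorescence; 0% = enzyme with DMSO and 100% = DMSO without enzyme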
IDE inh – human IDE inhibitors in live cells, primary screen, fluorescence polarization, HEK cells, FAbetaB substrate | Insulin-degrading enzyme (Homo sapiens), P14735 | FAbetaB cleavage | 320,000 tested, 0.41% active | inhibition, % at 5.59 µM | AID 434962, 2010;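 active = percent inhibition above the average of all tested compounds plus 3 SD, set per screening campaign, cut at about 16% in these data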;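 also: IDE supplied by intact live HEK cells; FP after avidin binding of uncleaved biotin substrate so inhibition keeps polarization high; 0% = DMSO wells and 100% = 60 µM reference IDE inhibitor Ii1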
Target sequence (P14735 whole entry, looked up): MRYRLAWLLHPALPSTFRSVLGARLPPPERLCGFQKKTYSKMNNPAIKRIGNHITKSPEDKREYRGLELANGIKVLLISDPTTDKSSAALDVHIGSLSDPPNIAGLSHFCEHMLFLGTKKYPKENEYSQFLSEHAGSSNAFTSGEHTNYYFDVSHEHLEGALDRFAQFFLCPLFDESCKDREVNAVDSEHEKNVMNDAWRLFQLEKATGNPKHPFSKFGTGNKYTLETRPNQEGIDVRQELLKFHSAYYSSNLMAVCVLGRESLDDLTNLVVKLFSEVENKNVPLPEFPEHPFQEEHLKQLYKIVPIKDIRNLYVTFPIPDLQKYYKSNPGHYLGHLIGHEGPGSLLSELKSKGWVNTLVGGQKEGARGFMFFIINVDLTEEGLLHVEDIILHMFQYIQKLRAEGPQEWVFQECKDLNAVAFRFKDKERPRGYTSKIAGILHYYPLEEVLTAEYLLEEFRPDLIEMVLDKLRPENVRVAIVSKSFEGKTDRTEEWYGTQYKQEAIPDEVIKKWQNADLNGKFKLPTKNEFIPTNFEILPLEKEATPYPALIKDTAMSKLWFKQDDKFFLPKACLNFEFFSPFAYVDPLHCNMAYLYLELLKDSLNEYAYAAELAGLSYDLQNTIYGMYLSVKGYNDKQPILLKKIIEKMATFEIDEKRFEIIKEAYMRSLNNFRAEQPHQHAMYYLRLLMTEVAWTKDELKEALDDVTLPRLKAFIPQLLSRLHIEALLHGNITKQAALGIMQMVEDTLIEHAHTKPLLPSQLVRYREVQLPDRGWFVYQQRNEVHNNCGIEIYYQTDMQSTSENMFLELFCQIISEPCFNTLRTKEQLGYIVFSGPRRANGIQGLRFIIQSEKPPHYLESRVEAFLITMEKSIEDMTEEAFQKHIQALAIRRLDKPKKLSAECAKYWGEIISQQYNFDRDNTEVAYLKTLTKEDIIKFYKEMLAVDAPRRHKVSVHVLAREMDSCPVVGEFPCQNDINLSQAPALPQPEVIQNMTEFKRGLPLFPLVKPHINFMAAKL
IDE act – human IDE activators in live cells, primary screen, fluorescence polarization, HEK cells, FAbeta-B substrate; FAbeta-B cleavage; 0% vehicle, 100% cell-free pure enzyme wells; activation, % at 5.96 µM; AID 493087, 2011; Insulin-degrading enzyme (Homo sapiens), P14735; 340,000 tested, 0.073% active;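 active = activation above the mean of all tested compounds plus 3 SD, set per screening campaign, cut at about 17% in these data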
UBC9 SUMO inh – inhibitors of in vitro SUMOylation cascade, primary screen, biochemical, HTRF, uHTS; SUMO-conjugating enzyme UBC9 (Homo sapiens), P63279; inhibition, % at 35 µM; HTRF SUMOylation assay, SAE1/SAE2 + UBC9; 290,000 tested, 0.36% active; in the data active = inhibition above about 50%, passing the limit was not always enough; also: strong numbers were not always called active
Starred values were filed as active, the others as inactive; nt = not tested or not shown.

Values run as follows: p-CIP stab down | M18AAP inhibitor | NS3 helicase inh | FID counter | IMP-1 inh | VIM-2 inhibitor | IDE inh | IDE act | UBC9 SUMO inh
> CCCN(CCC)CCCNS(=O)(=O)c1ccc2c(c1)oc(=O)n2C
→ 2 | 0 | -18 | 3 | -0.4 | -1.5 | 0 | -3 | 1
> COc1cccc(NC(=O)COc2ccc(C)cc2)c1
→ -5 | 2 | -2 | -15 | -0.7 | 0.4 | 4 | 3 | 17
> O=S(=O)(NCc1cccnc1)c1cccs1
→ -1 | -10 | 11 | 1 | -2.2 | -2.7 | -2 | 1 | 9
> Cc1c(Cl)cccc1NC(=O)Cn1c(CCC(=O)O)ccc1-c1ccc(Cl)cc1
→ -11 | 10 | 27 | -16 | -1.2 | 0.1 | -3 | 0 | 17
> O=C(Cc1cccc2ccccc12)Nc1ccc(-c2cc3ccccc3oc2=O)cc1
→ -11 | -18 | 15 | -6 | 0.4 | 0.6 | 1 | -1 | 11
> Cc1nc2ccccc2cc1OCc1ccc(F)cc1
→ -13 | -2 | -8 | -10 | -3.3 | -1.2 | -3 | -5 | 19
> COc1ccc(SN=C2C(C)=CC(=O)C=C2C)cc1
→ -3 | 4 | -5 | 7 | -4.0 | -2.6 | 1 | 6 | -7
> CCN(CCC(=O)Nc1ccc(Br)c(C)c1)Cc1ccccc1
→ -4 | -7 | -21 | 12 | 0.8 | -2.4 | -6 | 2 | -5
> CCOC(=O)c1ccc(N=Cc2c(O)c3ccccc3oc2=O)cc1
→ 1 | 0 | 41* | -11 | -2.8 | -4.2 | -1 | 5 | 22
> Nc1n[nH]c(=S)n1-c1ccc(Cl)cc1
→ -4 | 23 | 7 | -5 | -0.9 | -2.6 | 6 | 2 | 8
> CC1CCN(C2(O)C(=O)Nc3ccc(Cl)cc32)CC1 (stereo unspecified)
→ -5 | -7 | -11 | -14 | -1.8 | 0.2 | -1 | -2 | -4
> Cc1ccc(-c2cc(C)nc3nc(N)nn23)cc1
→ -4 | -1 | 9 | -1 | -0.9 | 4.8 | -3 | 3 | 24
> COc1ccc(C(=O)Nc2nc3ccc(S(C)(=O)=O)cc3s2)cc1
→ 7 | -2 | 2 | -4 | 1.4 | -3.2 | 13 | -2 | 0
> CCOc1ccc(-c2nc(N)ncc2-c2ccc(Cl)cc2)c(O)c1
→ -4 | -5 | 7 | -13 | -0.4 | 0.6 | 1 | -3 | -4
> CCOc1ccc(-c2nnc(-c3cccs3)o2)cc1
→ -23 | 2 | 5 | -7 | -0.6 | -2.5 | 3 | -3 | 23

(next part)
Values run as follows: p-CIP stab down | M18AAP inhibitor | NS3 helicase inh | FID counter | IMP-1 inh | VIM-2 inhibitor | IDE inh | IDE act | UBC9 SUMO inh
> COc1cc(C)ccc1OCCOCCOc1ccc([N+](=O)[O-])cc1
→ -8 | 1 | -7 | -13 | -4.2 | -4.4 | 0 | 3 | 10
> COc1ccc(S(=O)(=O)NCCc2ccccc2)cc1OC
→ -2 | 0 | 1 | -7 | -3.4 | -2.1 | 1 | 8 | 3
> CCOC(=O)c1sc(SC)c2c1CCC/C2=N/OC
→ -5 | -10 | -1 | -8 | -3.0 | 0.0 | -1 | -8 | 9
> CCCc1cc2c(cc1NC(=O)c1ccc(C)cc1)OCO2
→ -4 | -8 | 7 | -8 | -1.6 | 1.6 | -2 | 1 | 3
> O=C(COc1ccc2ccccc2c1)N1CCNCC1
→ 0 | 8 | 0 | 1 | -2.2 | -1.0 | 1 | -5 | 0
> Cc1nnc(NC(=O)Cn2cnc3c2c(=O)n(C)c(=O)n3C)s1
→ -5 | -2 | -2 | 3 | -1.5 | -0.8 | 2 | 1 | 7
> CCc1ccc(NC(=O)C(=O)NNC(=O)c2ccc(OC)cc2)cc1
→ -26 | 1 | 4 | -11 | -2.9 | -2.3 | 0 | 1 | -35
> CCOC(=O)c1sc(N2C(=O)C(O)=C(C(=O)c3ccco3)C2c2ccc([N+](=O)[O-])cc2)nc1C (stereo unspecified)
→ -1 | 17 | 37* | -2 | -3.4 | -1.6 | 7 | -1 | -6
> O=C(NC(=S)NCC1CCCO1)C(c1ccccc1)c1ccccc1 (stereo unspecified)
→ -11 | -2 | -21 | 12 | -4.9 | -2.4 | 3 | 0 | 5
> Cc1ccc(-c2nnc(SCC(=O)NC3CCS(=O)(=O)C3)nc2-c2ccc(C)cc2)cc1 (stereo unspecified)
→ 2 | 2 | 15 | -7 | -1.6 | -3.1 | -1 | 1 | 10
> CCOC(=O)N1CCC(Nc2c(NCCCOC)c(=O)c2=O)CC1
→ -9 | -6 | -7 | -6 | -3.7 | -2.6 | 3 | 4 | 0
> Cc1c(C#N)c(N=CN(C)C)c(C(=O)c2ccccc2)n1-c1ccccc1
→ -12 | 0 | 4 | -18 | -3.7 | -6.8 | 0 | -3 | 18
> O=C(NCc1ccc(N2CCCC2=O)cc1)NC1CCCCC1
→ -3 | 2 | 3 | -4 | -1.3 | -4.3 | -1 | -1 | -2
> S=C(NCCc1ccccc1)N1CCN(C(c2ccccc2)c2ccccc2)CC1
→ -3 | -3 | -4 | -2 | -1.3 | -4.7 | 1 | 7 | -12
> Nc1c(-c2ccccc2)c(CSc2nc3ccccc3[nH]2)nn1-c1cccc(Cl)c1
→ -19 | 6 | 14 | -15 | -3.6 | -2.6 | 5 | -1 | -30

More results follow.
Values run as follows: p-CIP stab down | M18AAP inhibitor | NS3 helicase inh | FID counter | IMP-1 inh | VIM-2 inhibitor | IDE inh | IDE act | UBC9 SUMO inh
> Cc1cccc(C(=O)Nc2ccc(C(=O)N/N=C/c3cccc(C)n3)cc2)c1
→ 0 | -3 | 5 | -24 | -3.0 | -3.2 | 7 | -2 | -10
> Cc1cc(NC(=O)C2CCCCC2C(=O)O)ccc1NC(=O)c1ccccc1 (stereo unspecified)
→ -18 | 1 | 9 | -13 | -2.5 | -2.5 | 0 | 2 | 7
> O=C(O)c1ccc(/C=C2\CCCc3c2nc2ccccc2c3C(=O)O)cc1
→ 9 | 1 | -1 | -3 | -4.8 | -1.1 | -1 | -3 | -1
> COc1ccc(CCNC(=O)C2CCCN(S(=O)(=O)c3cc(C)ccc3OC)C2)cc1OC (stereo unspecified)
→ -4 | 9 | 8 | -42 | -0.4 | 0.2 | -3 | 2 | -7
> O=C(CCC(=O)OCc1ccc(C(=O)Oc2ccc(Cl)cc2)cc1)Nc1ccccc1
→ -10 | 4 | 4 | -3 | -2.1 | -1.4 | 3 | 3 | 4
> O=C(NNc1cccc(Cl)n1)c1c(Cl)cccc1Cl
→ -13 | 56* | 5 | 1 | -1.9 | -1.8 | 4 | 3 | 22
> COc1cccc(OCc2cc(C(=O)N(Cc3nccn3C)C(C)C)no2)c1
→ -7 | -14 | -4 | -25 | 1.1 | -1.9 | 5 | 0 | 13
> COc1ccc(Cn2nnnc2CN(Cc2cc3cc(C)ccc3[nH]c2=O)C2CCCC2)cc1
→ 1 | 7 | 0 | -10 | -3.2 | -1.1 | 0 | 0 | 12
> O=C(Cc1sc(-c2ccccc2Cl)nc1-c1ccccc1)Nc1ccc(F)cc1
→ -4 | -4 | -1 | 3 | -1.3 | -3.5 | 3 | 8 | -12
> COc1ccc2ccccc2c1-c1csc(N)n1
→ 4 | -2 | -5 | -11 | -0.3 | 0.0 | 0 | 7 | 2
> CC(C)C1C(c2ccccc2)NC(c2ccccc2)CC1(O)c1ccc(F)cc1 (stereo unspecified)
→ -5 | -2 | -54 | 16 | -0.5 | -0.1 | 3 | 7 | -16
> COc1ccc(OC)c(-n2c(=O)c3ccccc3c3ccccc3c2=O)c1
→ -8 | 6 | -3 | -12 | -3.5 | 0.1 | -1 | 2 | 0
> O=C(Nc1ccccn1)c1ccc([N+](=O)[O-])o1
→ -3 | -1 | 3 | 3 | -1.0 | -2.4 | 3 | 4 | 6
> CC(=O)NC(CCCNC(=S)NC1CCCCC1)C(=O)O (stereo unspecified)
→ -2 | -8 | -9 | -4 | -5.5 | -1.4 | -2 | 1 | 5
> COc1cc(/C=N/N2CCOCC2)ccc1OC(=O)c1ccco1
→ -6 | 3 | -6 | -16 | -0.7 | -2.8 | 5 | 2 | 14

More results
Values run as follows: p-CIP stab down | M18AAP inhibitor | NS3 helicase inh | FID counter | IMP-1 inh | VIM-2 inhibitor | IDE inh | IDE act | UBC9 SUMO inh
> OCC12COC(c3ccccc3)N1C(c1ccccc1)OC2 (stereo unspecified)
→ 2 | 8 | 3 | -1 | 1.8 | -1.9 | -2 | 6 | 1
> Cc1oc2cc3oc(=O)c(CCC(=O)N(C)CC(=O)O)c(C)c3cc2c1C
→ -2 | -2 | 12 | -24 | -2.2 | -0.7 | 5 | 0 | 28
> CCOC(=O)c1ccc(NC2OC(=O)c3ccccc32)cc1 (stereo unspecified)
→ 1 | -6 | -4 | -3 | -3.6 | -2.5 | 0 | 0 | 8
> COc1ccc(CS(=O)(=O)/C(Cl)=C(/Cl)C(=O)Nc2ccc(OC)nc2)cc1
→ -15 | -29 | -10 | -15 | -6.0 | -4.6 | 6 | 1 | -4
> COc1ccc(NC(=O)c2ccc(NC(=O)c3ccco3)cc2)c(OC)c1
→ -3 | 0 | 4 | -21 | -1.1 | -3.1 | 2 | 0 | 0
> COc1ccc(C2=NCCc3cc(OC)c(OC)cc32)cc1OC
→ 8 | 2 | -8 | 7 | -1.2 | -4.8 | 3 | 1 | 16
> N#Cc1c(NC(=O)CN2CCN(C(=O)c3ccco3)CC2)sc2c1CCCCC2
→ -2 | 5 | 3 | -23 | -2.8 | -3.3 | 1 | -2 | 0
> O=C(C1CCCO1)N1CCN(Cc2nc3ccccc3c(=O)[nH]2)CC1 (stereo unspecified)
→ 9 | 0 | -2 | -3 | -6.9 | -3.7 | -4 | -4 | -10
> CCOC(=O)CSc1nc2c(sc(=S)n2Cc2ccco2)c(=O)n1-c1ccc(F)cc1
→ -8 | 4 | 7 | 2 | -4.6 | -2.8 | -7 | 6 | 18
> CCC(Sc1nc2n[nH]c(C)c2c(=N)n1-c1ccc(C)c(Cl)c1)C(=O)N1CCOCC1 (stereo unspecified)
→ -10 | -6 | -7 | -1 | -2.8 | -3.6 | 1 | -1 | 0
> CCN(CC)CC#CC(C)(C)OC(C)=O
→ nt | -2 | -14 | 1 | -1.5 | -7.0 | 0 | 4 | nt
> O=C1CCC([N+](=O)[O-])C(c2cc3c(cc2Cl)OCO3)N1 (stereo unspecified)
→ -5 | -4 | -2 | 1 | -3.2 | -4.5 | 5 | -1 | -2

Screens: PubChem, several laboratories
